p97 inhibitor – blocks human p97 ATPase activity | P55072 | recombinant p97 ATPase, Kinase-Glo ATP luminescence, 3 h | inhibition, % at 8 µM | 220,000 tested, 0.42% active; in the data active means inhibition above about 15%;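 further: 0% = DMSO vehicle and 100% = wells lacking enzyme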
hK5 inh – inhibitors of human kallikrein 5. recombinant hK5, fluorogenic AMC substrate cleavage. 210,000 tested, 0.59% active. inhibition, % at 5 µM;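 active means inhibition of 40% or more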;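 further: 0% = enzyme controls without compound and 100% = no-enzyme blanks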
14-3-3 Bad PPI – disrupts binding of bovine 14-3-3 zeta to phospho-Bad peptide; P63103; TR-FRET 14-3-3zeta/Dy647-pBad peptide displacement, 1 h; inhibition, % at 21.7 µM; 220,000 tested, 0.71% active;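 active means inhibition above about 70%, limit read from the data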;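 further: 0% = full 14-3-3 plus peptide FRET controls and 100% = background without 14-3-3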
Target sequence (P63103 whole entry, looked up): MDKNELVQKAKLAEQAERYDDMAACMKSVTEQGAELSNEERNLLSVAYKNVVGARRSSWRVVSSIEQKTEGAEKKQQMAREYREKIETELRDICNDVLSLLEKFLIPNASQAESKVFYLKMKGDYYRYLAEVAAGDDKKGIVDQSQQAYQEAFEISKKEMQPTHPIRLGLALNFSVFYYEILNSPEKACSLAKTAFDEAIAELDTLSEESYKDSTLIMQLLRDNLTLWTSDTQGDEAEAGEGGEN
FXIIa inh – inhibitors of human coagulation factor XIIa; P00748; purified FXIIa, Boc-QGR-AMC fluorogenic substrate, 2 h; inhibition, % at 5 µM; 220,000 tested, 0.3% active; AID 800; in the data active means inhibition above about 40%;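 further: 0% = enzyme with no compound and 100% = blank without enzyme; many of its hits are not listed in these tables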
FXIa inh 1536 – factor XIa (human) inhibition | P03951 | purified FXIa, Boc-Glu-Ala-Arg-AMC fluorogenic substrate | inhibition, % at 5 µM | 220,000 tested, 0.14% active | AID 798;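 active means inhibition of at least 40%; inactive means inhibition below 40%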;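 further: fluorescence of freed AMC excited at 355 nm; 0% = enzyme without compound and 100% = no enzyme blank; many of its hits are not listed in these tables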
Target sequence (P03951 19-387 limits assumed): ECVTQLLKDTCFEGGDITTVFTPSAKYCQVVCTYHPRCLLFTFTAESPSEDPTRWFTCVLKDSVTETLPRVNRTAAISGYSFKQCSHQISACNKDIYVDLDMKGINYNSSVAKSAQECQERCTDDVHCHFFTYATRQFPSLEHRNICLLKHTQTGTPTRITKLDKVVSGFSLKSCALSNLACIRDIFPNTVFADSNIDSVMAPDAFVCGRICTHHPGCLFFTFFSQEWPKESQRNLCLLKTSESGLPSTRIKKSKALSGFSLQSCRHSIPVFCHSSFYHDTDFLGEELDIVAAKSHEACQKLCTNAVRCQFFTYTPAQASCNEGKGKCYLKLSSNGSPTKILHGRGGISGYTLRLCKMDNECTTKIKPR
Target sequence (P03951 388-625 limits assumed): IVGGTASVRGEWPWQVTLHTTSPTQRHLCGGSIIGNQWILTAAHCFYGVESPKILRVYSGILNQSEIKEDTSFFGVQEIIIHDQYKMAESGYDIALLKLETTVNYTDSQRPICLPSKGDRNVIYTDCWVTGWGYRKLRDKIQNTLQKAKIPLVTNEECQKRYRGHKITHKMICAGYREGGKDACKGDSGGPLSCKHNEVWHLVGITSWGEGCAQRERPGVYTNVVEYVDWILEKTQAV
eIF4E-4G inh – blocks eIF4E binding to eIF4G. P63073+Q04637. 220,000 tested, 0.37% active. TR-FRET eIF4E-eIF4GI(517-606) binding, 2 h. inhibition, % at 21.7 µM. AID 782;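 active means inhibition above about 30%, limit read from the data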;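 further: 0% = full FRET control wells and 100% = background wells lacking eIF4GI fragment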
MDM2 E3 inh – Mdm2 E3 ligase (human) inhibition | Q00987 | cell-based MDM2 ubiquitination luciferase reporter, 2 h; 0 = plate control, 100 = twice control, blank-subtracted | signal enhancement, % at 5 µM | 210,000 tested, 0.11% active;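 active means signal enhancement of 30% or more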;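 further: luminescence tracks abundance of the self-degrading MDM2-luciferase fusion protein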
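Test system: stable mammalian line carrying autodegrading MDM2–luciferase fusion reporter; quantity: 2000 cells in each well; times: 4 h cell settling then 2 h compound exposure, 37 °C; detection: luminescence with SteadyLite reagent, 15 min at room temperature; evaluation: percent signal gain over controls, blank-subtracted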
Wee1 stabilizer – inhibitors of human Wee1 degradation. 220,000 tested, 1.2% active. HeLa Luc-Wee1K328M stability, luciferase luminescence; 100% = proteasome inhibitor MG132 effect. reporter increase, % at 5 µM;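 active means activation above the mean of all tested compounds plus 3 SD, set per screening run, cut at about 8.8% in these data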;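 further: cells exposed to compound for 20 h before luminescence read; 0% = DMSO alone and 100% = MG132 at 30 µM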
Rad51 HR inh – Rad51 (human) homologous recombination inhibition. Q06609. inhibition, % at 10 µM. AID 1385. hRad51 DNA strand exchange, fluorescence dequenching. 200,000 tested, 0.085% active;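 active means inhibition above 40% at the single screening dose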;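 further: 0% = DMSO control wells and 100% = blanks with heterologous ssDNA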
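Assay system: Human Rad51 nucleoprotein filaments preassembled on unlabelled ssDNA | Reagent: Donor/quencher-labelled 47-bp dsDNA substrate | Doses: One concentration, 10 µM final | Times: 37 °C 15-min filament assembly, 30-min compound preincubation, 15-min exchange | Technique: Fluorescein emission 520 nm, excitation 485 nm | Benchmarks: Plate control and blank wells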
An asterisk follows results filed as active; i = inactive; . = no result given; [ ] = dose if it differs, or a comment.

SMILES | p97 inhibitor | hK5 inh | 14-3-3 Bad PPI | FXIIa inh | FXIa inh 1536 | eIF4E-4G inh | MDM2 E3 inh | Wee1 stabilizer | Rad51 HR inh
O=C(OCc1ccc([N+](=O)[O-])cc1)c1ccccn1 | 4 | -10 | -12 | 2 | -4 | -1 | -11 | 1 | -90
CCN1CCN(CCOc2ccccc2OCc2ccccc2)CC1 | -1 | -6 | 50 | 7 | -6 | 3 | -5 | -3 | 0
Cc1ccc(S(=O)(=O)NCc2ccc(C(=O)NCc3cccnc3)cc2)cc1 | 9 | -1 | 2 | 3 | 3 | -3 | -26 | 0 | 5
COc1ccc([N+](=O)[O-])cc1NC(=O)C(C)Sc1ccc(C)cc1 (configuration not stated) | -2 | 13 | -3[fluorescence artefact?] | 2 | -6 | 8 | -13 | -1 | -1
Cc1occc1-c1nnc(SCC(=O)N2CC(=O)Nc3ccccc32)n1CC(C)C | 1 | -16 | -5 | 11 | -4 | 2 | -16 | 0 | 7
COc1ccc(CNC(=O)CNC(=O)c2c(C)nn(C)c2Cl)cc1 | 2 | -3 | -16 | 8 | -2 | -2 | -8 | -1 | 17
O=C(Cc1cccs1)Nc1cccc([N+](=O)[O-])c1 | 6 | -3 | -10 | 4 | -3 | 7 | 5 | -1 | 4
COc1cc(NC(=O)CN2C(=O)c3ccccc3S2(=O)=O)c(OC)cc1Cl | 4 | -8 | . | -4 | -7 | . | -22 | 3 | -3
COc1ccccc1NC(=O)C1C2C=CC3(CN(Cc4cccnc4)C(=O)C13)O2 (configuration not stated) | -1 | -6 | -1 | 1 | -9 | 2 | -3 | -2 | -2
CC(C)N(C(=O)CSc1nnnn1-c1ccc2c(c1)OCO2)C(C)C | -3 | -7 | -11 | 13 | 1 | 0 | -4 | -1 | -4
COc1ccc2c(c1OC)C(=O)NC(C)=C(C(=O)OC(C)(C)C)C2O (configuration not stated) | 4 | 7 | -10 | 16 | 5 | 1 | -14 | -1 | 8
CCCC(C)NC(=O)CSc1nnc2ccccn12 (configuration not stated) | 6 | -2 | -4 | 4 | 0 | -1 | -25 | -3 | -2
COc1ccccc1NC(=O)COc1ccc(/C=N/NC(=O)CSCc2cc(C)cc(C)c2)cc1 | 3 | 1 | 33[fluorescence artefact?] | 12 | 5 | 2[fluorescence artefact?] | -1 | -1 | -6
COc1cccc(C(=O)Nc2ccc(NC(=O)c3ccco3)cn2)c1 | 1 | -7 | 41 | 20 | 5 | -2 | -14 | 0 | -3
CCOC(=O)c1ccc(-c2ccc(/C=N/NC(=O)CN(c3ccccc3Br)S(C)(=O)=O)o2)cc1 | -6 | 19 | 8 | 11 | 23 | -4 | 2 | 4 | .
O=C1C2C3C=CC(C3)C2C(=O)N1c1nc2ccccc2s1 (configuration not stated) | 2 | -6 | 3 | 15 | 11 | -5 | 1 | -1 | -4
CCN1C(=O)c2c(C)nc3ccccc3c2C1=O | 1 | -10 | 0 | 5 | -13 | 1 | -17 | -1 | -4
CCOC(=O)C(C)On1c(SC(C)C(=O)OCC)nc2ccccc2c1=O (configuration not stated) | 3 | 7 | 13[fluorescence artefact?] | -1 | -2 | 0 | -4 | -3 | -2
COC(=O)C1C(=O)OC(C)(C)C1C(C)C(=O)c1ccc(C)cc1C (configuration not stated) | 1 | -12 | -6 | -2 | -8 | 1 | -13 | -1 | -1
CCN1CCCC1CNCc1cc(OC)c(OC)c(OC)c1 (configuration not stated) | 3 | 1 | 8 | 10 | 1 | -2[fluorescence artefact?] | -11 | -3 | -2
N#Cc1nc(-c2ccc(OCc3ccc(Cl)cc3)cc2)oc1N1CCC(C(N)=O)CC1 | 4 | -15 | . | -2 | -4 | . | -8 | -3 | -7
COc1cccc(OC)c1C(=O)Nc1ccccc1N1CCCC1 | -8 | 4 | . | 10 | -4 | . | -4 | 0 | 2
O=C1c2ccccc2S(=O)(=O)N1CC(O)Cn1ccc2ccccc21 (configuration not stated) | 4 | 2 | -6[fluorescence artefact?] | -4 | 0 | -6 | -3 | 0 | 16
CCN1CCN(CCCCSc2ccccc2)CC1 | 3 | -8 | 37 | 13 | 5 | -6 | -5 | 2 | -2
O=C(C[n+]1cc(-c2ccc(Cl)c(Cl)c2)n2c1CCC2)OCc1ccccc1 | 4 | -20 | -8 | 10 | 7 | 6[fluorescence artefact?] | . | 0 | .
O=C(C1=C[C@H](c2ccc(C(F)(F)F)cc2)C[C@H](OCc2ccc(CO)cc2)O1)N1CCN(Cc2ccccc2)CC1 | -5 | -4 | -8 | 10 | 6 | -1 | . | 1 | 6
O=C(O)Cc1ccc(C(=O)c2ccccc2F)s1 | 1 | 2 | 30 | 16 | -11 | -3 | -6 | 2 | .
Cc1ccc(C(=O)C(OC(=O)CNC(=O)c2ccc(Cl)cc2)c2ccccc2)cc1 (configuration not stated) | 12 | -2 | -7 | 23 | 8 | 1 | 2 | -2 | 1
CCC1CCC(NC(=O)Nc2cccc(OC)c2)CC1 (configuration not stated) | 1 | 1 | -3 | 11 | -3 | -2 | -3 | 16* | 5
COC(=O)c1ccc(C2C(C(=O)c3cc4ccccc4o3)=C(O)C(=O)N2CCCN(C)C)cc1 (configuration not stated) | -5 | -2 | -6 | 7 | 0 | 1 | -3 | -1 | -7
COC(=O)CCCNC(=O)OCc1ccc([N+](=O)[O-])cc1 | 1 | 1 | -10 | 7 | 2 | 3 | -7 | 0 | 4
COc1cc(Br)cc2cc(C(=O)NCC3CCCO3)c(=O)oc12 (configuration not stated) | 5 | -8 | -2 | 2 | -16 | 0 | -7 | -4 | -4
Cn1c(Cc2ccccc2)nnc1SCC(=O)NC1CCCCC1 | 1 | 23 | -9 | 4 | 5 | -10 | -43 | 1 | -3
Cn1c(=O)c2c(ncn2CC(=O)OCC(=O)Nc2ccccc2Cl)n(C)c1=O | 3 | -4 | 8 | 2 | -4 | 0 | -13 | -1 | 4
CCOC(=O)c1csc(NC(C)=O)n1 | -1 | 2 | 3 | 12 | 2 | 4 | -18 | -2 | -5
O=C1CC(c2ccccc2)CC(O)=C1C=Nc1ccc(Cl)cc1 (configuration not stated) | 0 | -20 | 5 | 10 | -1 | 1 | -10 | -3 | 2
CCN(CC)c1ccc(/C=C(/C#N)c2nc3ccc(C)cc3[nH]2)c(OC(C)C)c1 | 2 | 3 | -2 | 12 | 6 | -12 | 0 | 0 | i
CCN(CC)C(=O)CN(c1cc(Cl)ccc1OC)S(=O)(=O)c1ccc(C)c([N+](=O)[O-])c1 | -4 | -15 | -6[fluorescence artefact?] | -1 | -4 | -2 | -6 | 1 | .
COc1ccc(N=Cc2c(O)c3ccccc3n2C(C)=O)cc1 | -14 | 2 | -4 | 3 | 0 | -9 | -22 | 2 | -448
Fc1ccc(C2CCCN2Cc2nc(Cc3ccccc3F)no2)cc1 (configuration not stated) | -2 | 4 | -10 | 10 | 1 | -3 | -6 | 2 | 13
CCSC1=C(C#N)C(c2ccc(OC)c(OC)c2)CC(=O)N1 (configuration not stated) | 5 | -16 | 0 | -4 | -4 | -2[fluorescence artefact?] | 0 | 6 | -2
COc1ccc2[nH]c3c(Cl)ncnc3c2c1 | 2 | -1 | -3[fluorescence artefact?] | 2 | -6 | 2[fluorescence artefact?] | -19 | 3 | -2
Cc1nn(Cc2cccc(C(=O)NCC(C)C)c2)c(C)c1Br | -3 | -6 | -7[fluorescence artefact?] | 6 | -1 | -1 | -7 | 2 | -4
Cc1cccc(C)c1NC(=O)Cn1c(=O)n(CCCC(=O)NCc2ccco2)c(=O)c2sccc21 | -2 | -1 | 9 | 7 | 4 | 0 | -3 | -2 | -3
COc1ccc(/C=N/Nc2cc(C)nc(N3CCOCC3)n2)c(OC)c1 | -1 | 2 | -9 | 5 | 1 | 0 | -16 | -2 | .
COc1ccc(NC(=O)CN2CCN(Cc3ccc4c(c3)OCO4)CC2)cc1OC | 3 | 14 | 62 | 15 | 1 | -2 | 7 | 2 | -3
COC(=O)CNc1nc(Cl)nc(N2CCC(C)CC2)n1 | -4 | -3 | 3 | 3 | -4 | -2 | -1 | -1 | .
CCC(C)c1ccc(NC(=S)NCCn2cc(Br)cn2)cc1 (configuration not stated) | 2 | 11 | -19 | 9 | -1 | -1 | -6 | -3 | -4
O=[N+]([O-])c1cccc(-c2nc(-c3cccs3)c(-c3cccs3)[nH]2)c1 | 9 | 7 | 7 | 17 | 8 | 5 | 5 | 2 | .
Cc1ccc(NC(=O)COc2ccc3oc4c(c3c2)CCCC4)nc1 | 3 | -11 | -1 | 0 | -5 | -19 | -19 | -2 | -5
O=c1c2[nH]c3ccccc3c2ncn1Cc1cccnc1 | 1 | -12 | -9[fluorescence artefact?] | 10 | -2 | -9 | -12 | -1 | -7
Cc1cc(C)c(-c2c(O)c3c(n(C)c2=O)CC(C)(C)CC3=O)c(C)c1 | -8 | 4 | 16[fluorescence artefact?] | 1 | -7 | 29 | -4 | 3 | 21
Cn1cc(CN2CCCC(CO)(Cc3ccccc3)C2)c2ccccc21 (configuration not stated) | 2 | . | -18 | 5 | -1 | -4 | -8 | -2 | 19
Cc1cccn2c(CNC3CCCc4ccccc43)c(C(=O)N3CCCCC3)nc12 (configuration not stated) | -11 | 21 | 0 | 15 | 12 | -1 | -5 | -2 | .
Cc1ccsc1/C=C1\Oc2cc(OCC(=O)c3ccccc3)ccc2C1=O | -1 | 0 | -4[fluorescence artefact?] | 11 | 9 | 1 | -13 | -4 | -5
CCCCNC(=S)Nc1ccc([N+](=O)[O-])cc1 | 2 | 2 | -13 | 15 | 8 | -4 | -5 | 0 | .
CCc1nnc(NC(=O)CSc2nnc(CNC(=O)c3cc(OC)c(OC)c(OC)c3)o2)s1 | -3 | 3 | 7 | 10 | 1 | 0 | -36 | -3 | -18
COc1ccc(S(=O)(=O)N(CCc2ccccc2)CC(=O)NC(C)C)cc1 | 1 | -9 | . | 4 | 2 | . | -11 | 1 | 9
S=C(Nc1ccccc1)Nc1ccc(Cl)cn1 | -5 | 3 | 2 | 1 | -5 | -1 | -17 | 1 | -7

Six entries out of the list above, sorted by the number in MDM2 E3 inh, smallest number first.
SMILES | p97 inhibitor | hK5 inh | 14-3-3 Bad PPI | FXIIa inh | FXIa inh 1536 | eIF4E-4G inh | MDM2 E3 inh | Wee1 stabilizer | Rad51 HR inh
COc1ccc2[nH]c3c(Cl)ncnc3c2c1 | 2 | -1 | -3[fluorescence artefact?] | 2 | -6 | 2[fluorescence artefact?] | -19 | 3 | -2
S=C(Nc1ccccc1)Nc1ccc(Cl)cn1 | -5 | 3 | 2 | 1 | -5 | -1 | -17 | 1 | -7
COc1ccc(S(=O)(=O)N(CCc2ccccc2)CC(=O)NC(C)C)cc1 | 1 | -9 | . | 4 | 2 | . | -11 | 1 | 9
Cn1cc(CN2CCCC(CO)(Cc3ccccc3)C2)c2ccccc21 (configuration not stated) | 2 | . | -18 | 5 | -1 | -4 | -8 | -2 | 19
CCCCNC(=S)Nc1ccc([N+](=O)[O-])cc1 | 2 | 2 | -13 | 15 | 8 | -4 | -5 | 0 | .
Cc1cccc(C)c1NC(=O)Cn1c(=O)n(CCCC(=O)NCc2ccco2)c(=O)c2sccc21 | -2 | -1 | 9 | 7 | 4 | 0 | -3 | -2 | -3

Source: PubChem BioAssay (several laboratories)
